# TrxR1 substrate: qHTS Assay for Substrates of Mammalian Selenoprotein Thioredoxin Reductase 1 (TrxR1): qHTS; Thioredoxin reductase 1, cytoplasmic (Rattus norvegicus), O89049; purified TrxR1 substrate turnover, NADPH consumption readout; Potency, µM (top dose mostly 114 µM), without a hit: top-dose activity change, negative = substrate turnover; hit rate 0.01% among 390,000; AID 588456, 2011; note: potency is the fitted concentration of half-maximal effect; % is set by controls: 0 for no effect and ±100 for the full control effect; nearly all actives have a fitted effect of over 50% in size
#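 Rat TrxR1, dispensed at 90 nM, was prereduced with 400 uM NADPH (final) for 5 min at ~22 deg C, then incubated with compound 15 min before 400 uM selenite. A first-read NADPH fluorescence drop versus no-compound background flagged substrates.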
# RXFP1 ag: qHTS Assay for Agonists of the Relaxin Receptor RXFP1. hit rate 0.3% among 370,000. Potency, µM (highest dose often 57.5 µM), without a hit: at the top dose activation, usual class: activators. HEK293T-RXFP1 cAMP TR-FRET, 30 min; response scale: percent of porcine relaxin response, buffer zero; note: potency is the fitted concentration of half-maximal effect; % is set by controls: 0 for no effect and ±100 for the full control effect; nearly all actives have a fitted effect of over 60% in size; many of its hits are not listed in these tables
# Target sequence (Q9HBX9 whole entry, looked up): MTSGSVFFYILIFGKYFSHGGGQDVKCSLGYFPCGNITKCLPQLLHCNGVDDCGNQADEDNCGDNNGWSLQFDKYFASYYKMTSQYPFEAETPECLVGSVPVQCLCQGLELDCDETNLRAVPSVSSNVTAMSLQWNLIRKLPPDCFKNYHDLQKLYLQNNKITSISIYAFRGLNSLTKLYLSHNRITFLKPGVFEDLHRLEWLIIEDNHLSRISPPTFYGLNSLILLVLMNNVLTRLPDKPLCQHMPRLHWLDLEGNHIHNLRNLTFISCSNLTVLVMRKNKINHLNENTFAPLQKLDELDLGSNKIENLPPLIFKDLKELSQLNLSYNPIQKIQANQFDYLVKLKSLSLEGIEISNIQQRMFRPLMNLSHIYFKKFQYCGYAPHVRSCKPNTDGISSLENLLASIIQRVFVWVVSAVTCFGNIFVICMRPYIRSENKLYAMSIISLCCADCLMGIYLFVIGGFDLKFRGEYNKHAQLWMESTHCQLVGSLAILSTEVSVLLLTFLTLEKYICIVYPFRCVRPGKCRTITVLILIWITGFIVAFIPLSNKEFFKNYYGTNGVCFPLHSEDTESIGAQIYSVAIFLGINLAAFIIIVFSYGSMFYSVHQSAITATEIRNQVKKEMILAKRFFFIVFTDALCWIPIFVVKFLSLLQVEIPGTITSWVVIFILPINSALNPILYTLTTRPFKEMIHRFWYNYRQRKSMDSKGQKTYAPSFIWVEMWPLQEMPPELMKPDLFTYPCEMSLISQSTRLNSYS
#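 HEK293 cells stably expressing RXFP1, treated 30 min at 37C with compounds plus PDE4 inhibitor Ro 20174; cAMP measured by HTRF TR-FRET. Normalized to buffer and 29 nM porcine relaxin; EC50 by Hill fit.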
# IDH1 R132H inh: qHTS for Inhibitors of mutant isocitrate dehydrogenase 1 (IDH1): qHTS; Isocitrate dehydrogenase [NADP] cytoplasmic (Homo sapiens), O75874; IDH1-R132H enzyme, NADPH consumption, diaphorase/resazurin fluorescence; Potency, µM (series often up to 76.6 µM), for inactives: top-dose activity change, negative = inhibition, most hits filed as inhibitors; hit rate 0.093% among 390,000; note: potency is the fitted concentration of half-maximal effect; % is set by controls: 0 for no effect and ±100 for the full control effect; nearly all actives have a fitted effect of over 65% in size
#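 IDH1-R132H (0.5 ug/mL dispensed) in pH 7.5 Tris buffer was preincubated 30 min with compound, then given a substrate mix of 0.016 mM NADPH and 2 mM alpha-KG for 80 min at room temperature; remaining NADPH was read by diaphorase/resazurin fluorescence.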
# LDHA inh: qHTS assay for inhibitors of human lactate dehydrogenase. purified LDHA, NADH/diaphorase-resazurin fluorescence; hits give low values. hit rate 0.15% among 480,000. AID 1347041, 2019. activity change, % (values are at about 110 or 230 µM); in the data active = activity change below about -30%; inconclusive = mostly about -25% to -30%;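 note: plate controls were DMSO wells for no effect and wells without enzyme for full effect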
#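 Enzyme activity of human lactate dehydrogenase 5 (2 nM; 0.06 mM NADH, 0.2 mM pyruvate, 5 min, RT) is measured via a resazurin/diaphorase fluorescence readout of residual NADH.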
# USP1 inh: Inhibitors of USP1/UAF1: Primary Screen; Ubiquitin carboxyl-terminal hydrolase 1 (Homo sapiens), O94782; hit rate 0.23% among 390,000; recombinant USP1/UAF1, Ub-Rhodamine cleavage fluorescence; Potency, µM (series often up to 57.1 µM), for inactives: top-dose activity change, negative = inhibition, most hits filed as inhibitors; note: potency is the fitted concentration of half-maximal effect; % is set by controls: 0 for no effect and ±100 for the full control effect; nearly all actives have a fitted effect of over 60% in size; inactives centre near -12
#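 In this screen, compounds sit with the deubiquitinase complex (1nM) for 15 min at room temperature before Ub-Rho is added at 150nM final. Fluorescence rise is then followed for 6 reads every 60 seconds.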
# Glioma ERSR ind: qHTS for Inducers of the Endoplasmic Reticulum Stress Response (ERSR) in Human Glioma: qHTS | U87-MG GRP78 promoter luciferase reporter, 16 h | Potency, µM, for the others: top-dose activation, most hits filed as activators | hit rate 0.02% among 420,000 | AID 602332, 2012; note: potency is the fitted concentration of half-maximal effect; series mostly up to about 76 µM; % of control where 0% means no effect; nearly all actives have a fitted effect of over 35% in size
#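 ERSR induction read as luciferase luminescence (Bright-Glo, 10 min at room temperature) in stably transfected human U87-MG glioma cells exposed to compounds for 16 h, using GRP78 as sensor.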
# PI4K2A block: qHTS for small molecular inhibitors of PI4K2A | AID 1346378, 2018 | hit rate 0.13% among 420,000 | purified PI4K2A, ADP-Glo luminescence, 1 h; hits give low values | activity change, negative = inhibition, % at 76.9 µM; in the data active = activity change below about -50%; inconclusive = mostly about -30% to -49%;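 note: -100% = wells without enzyme as full effect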
#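 In this quantitative HTS, ADP production by PI4K2A was quantified luminescently after 1 h at ambient temperature; 100 microM adenosine served as plate-quality control.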
# Vif-APOBEC3F blk: qHTS for Inhibitors of Vif-A3F Interactions: qHTS; HeLa A3F-eYFP + Vif (tagged APOBEC3F with the HIV-1 protein that degrades it), YFP fluorescence increase; Potency, µM (series often up to 46.1 µM), for the others: top-dose activity, negative = active; hit rate 0.2% among 390,000; AID 602313, 2012; note: potency is the fitted concentration of half-maximal effect; % of control where 0% means no effect; nearly all actives have a fitted effect of over 65% in size
#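 HeLa cells stably expressing Vif plus C-terminally eYFP-tagged A3F were seeded, incubated overnight at 37 deg C, dosed with compound, incubated overnight again at 37 deg C. Yellow fluorescence (Ex 488/Em 500-530) reported blocked Vif-mediated A3F-eYFP degradation.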
# Vif-A3G inh: qHTS for Inhibitors of Vif-A3G Interactions: qHTS; DNA dC->dU-editing enzyme APOBEC-3G (Homo sapiens), Q9HC16; HeLa A3G-eYFP + Vif (tagged APOBEC3G with the HIV-1 protein that degrades it), YFP fluorescence, overnight; Potency, µM (doses to about 46.1 µM), for the others: top-dose activity, negative = active, hits mostly inhibitors; hit rate 0.076% among 410,000; AID 602310, 2012;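 note: potency is the fitted concentration of half-maximal effect; % is set by controls: 0 for no effect and ±100 for the full control effect; nearly all actives have a fitted effect of over 60% in size; hits raise eYFP signal because A3G escapes Vif-driven loss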
# Target sequence (Q9HC16 whole entry, looked up): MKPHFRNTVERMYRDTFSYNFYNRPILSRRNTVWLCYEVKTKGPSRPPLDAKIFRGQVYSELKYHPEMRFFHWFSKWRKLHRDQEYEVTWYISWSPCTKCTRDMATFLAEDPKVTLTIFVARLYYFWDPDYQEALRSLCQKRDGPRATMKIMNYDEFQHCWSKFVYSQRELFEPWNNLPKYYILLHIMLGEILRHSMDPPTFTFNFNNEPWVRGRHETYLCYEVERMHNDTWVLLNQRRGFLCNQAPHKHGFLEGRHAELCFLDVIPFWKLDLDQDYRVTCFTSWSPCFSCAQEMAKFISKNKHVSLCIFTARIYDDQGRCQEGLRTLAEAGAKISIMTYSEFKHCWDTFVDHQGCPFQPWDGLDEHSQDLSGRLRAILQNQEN
#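 Read-out is eYFP fluorescence (Ex 488/Em 500-530) from Vif-expressing HeLa A3G-eYFP cells; more signal means A3G escaped Vif-mediated degradation. Cells plated overnight, compound pinned in, incubated overnight at 37 deg C.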
# An asterisk follows results filed as active; ? = inconclusive; nt = no result given; & = joins results of further samples; [ ] = remark or other dose. Unless noted, calls come from the whole dose curve; as a rule, active = well fitted curve in the direction sought with a large enough effect; inconclusive = small, poorly fitted or top-dose-only effect, or another doubt; inactive = no such curve, though single readings can be large; an effect the other way counts as inactive or inconclusive. Not all compounds are listed (hit frequency here may not be typical).
# Order of values: TrxR1 substrate	RXFP1 ag	IDH1 R132H inh	LDHA inh	USP1 inh	Glioma ERSR ind	PI4K2A block	Vif-APOBEC3F blk	Vif-A3G inh
Cc1ccc(S(=O)(=O)Nc2ccc(C(=O)N3CCOCC3)cc2)cc1
 : 11.8%[0.0914 µM]	1.7%	0.0%	-4.4	-11.5%	-2.0%	4.4	2.6%	0.0%
COc1ccc(S(=O)(=O)Nc2c(C)nc3nc(C)[nH]n3c2=O)cc1
 : -2.4%[57.1 µM]	-3.8%&-0.3%	3.5%&-3.4%	-4.3&-6.3	-2.1%&8.8%	-3.4%&-4.7%	2.6&-2.4	-10.9%&3.4%	-0.2%&1.8%
Cc1nc(C(=O)Nc2ccc(Cl)cc2)sc1C1(C)CC(c2ccccc2)=NO1 (stereo not drawn)
 : 14.4%	-0.7%	-3.6%	-2.5	-27.2%	2.4%	-0.4	3.4%	-4.5%
COc1ccc(C)cc1NC(=O)CNC(=O)[C@@H]1Cc2ccccc2CN1
 : -19.5%	-3.0%	-2.9%	1.9	-6.5%	-4.5%	3.9	2.2%	1.6%
Cc1ccc2nc(-c3ccccc3)c(CN3CCOCC3)n2c1
 : 1.5%	3.3%	-2.2%	-5.8	-7.4%	-0.4%	-0.8	1.1%	1.6%
CCN(C(=O)c1c(C)oc2ncn(CC(C)C)c(=O)c12)c1cccc(Cl)c1
 : 1.2%	-0.3%	-1.3%	-8.4	-21.4%	-0.2%	-0.8	-4.3%	-3.0%
CN1C(=O)Cc2cc(S(=O)(=O)N3CCN(c4ccc(Cl)cc4)CC3)ccc21
 : 0.7%	3.1%&3.5%	-0.3%&0.0%	-3.1&7.6	-10.5%&6.7%	-4.1%&-1.9%	5.5&-3.0	-17.2%&-7.5%	-12.2%&-4.2%
CCOC(=O)Cc1csc(N/N=C/c2ccc(Cl)cc2)n1
 : -0.1%[57.1 µM]	0.7%	10.3%	-11.9	-13.0%	-9.5%	-0.5	-2.8%	-0.4%
Cc1ccccc1OCc1nnc(SCC(=O)Nc2ccc3nc(SCC(=O)NC(C)(C)C)sc3c2)n1C
 : -1.7%	0.9%	4.9%	-2.3	-2.2%	-1.5%	1.3	-4.1%	-0.9%
COc1cc(NC(=O)c2cc(-c3ccco3)on2)cc(OC)c1OC
 : 0.6%	-0.5%	-11.7%	-6.5	-5.0%	5.0%	-3.5	2.6%	-9.2%
COC(=O)c1ccc2c(=O)n(CCCCCC(=O)O)c(=O)[nH]c2c1
 : 45.8%[activator]	4.6%	1.1%	-2.9	-11.8%	-10.6%	-4.3	0.3%	0.3%
COc1ccc(NC(=O)CC2C(=O)N(c3ccccc3)C(=O)N2CCc2cccs2)cc1 (stereo not drawn)
 : -5.9%	1.9%	7.6%	-2.2	-0.6%	-1.4%	-2.0	-30.1%	0.0%
Cc1ccc2nc(COC(=O)c3cccnc3Cl)cc(=O)n2c1
 : nt	nt	6.6%	-2.7	-30.3%	-4.3%	-3.0	-3.0%	-3.3%
O=C(CSc1nnc(Nc2ccccc2F)s1)NC1CC1
 : 3.6%	-2.0%	-1.9%	0.7	-5.2%	9.7%	0.4	-0.3%	-6.0%
Cc1ccc(S(=O)(=O)c2nnn(-c3ccc(F)c(Cl)c3)c2N)cc1
 : -0.6%[57.1 µM]	-3.1%	-13.4%	0.3	?	-3.0%	1.2	-2.5%	-2.7%
CCN1C(=O)[C@H]2[C@@H](c3ccc(Cl)cc3)N3C(=O)CN(CCOC)C(=O)[C@@]3(C)[C@H]2C1=O
 : -4.7%	0.1%	-4.1%	1.6	20.8%	-6.3%	0.4	-4.4%	-2.5%
CCCCn1c(N)c(N(CCOC)C(=O)c2oc3ccc(Br)cc3c2C)c(=O)[nH]c1=O
 : -4.7%	nt	-4.0%	-1.9	-5.7%	-4.3%	-0.7	-1.2%	-4.4%
COC(=O)CNC(=O)COc1ccccc1
 : 0.0%	-0.9%	1.4%	-3.7	-10.8%	-2.5%	3.5	8.2%	-0.7%
CCOC(=O)CCNC(=O)N1CCCC(C(=O)c2cc(C)c(OC)c(C)c2)C1 (stereo not drawn)
 : 7.5%[57.1 µM]	0.2%	2.7%	-3.2	-19.7%	-6.0%	-1.8	5.5%	0.7%
CN(C(=O)CSc1n[nH]c(-c2cccs2)n1)C1CCS(=O)(=O)C1 (stereo not drawn)
 : -3.4%	-0.8%	-0.3%	0.2	-8.0%	-7.1%	-3.8	-4.4%	-1.3%

# Only LDHA inh, for some of the entries so far:
SMILES,LDHA inh
CCCCn1c(N)c(N(CCOC)C(=O)c2oc3ccc(Br)cc3c2C)c(=O)[nH]c1=O,-1.9
COC(=O)CNC(=O)COc1ccccc1,-3.7

# Further structures.
# Order of values: TrxR1 substrate	RXFP1 ag	IDH1 R132H inh	LDHA inh	USP1 inh	Glioma ERSR ind	PI4K2A block	Vif-APOBEC3F blk	Vif-A3G inh
Cc1ccc(NC(=O)CN2C(=O)COc3ccc(S(=O)(=O)N4CCCCCC4)cc32)c(C)c1
 : -0.2%	0.2%	-13.4%	-4.4	-9.2%	-4.2%	2.2	7.8%	3.1%
CC(OC(=O)CC1CCCCC1)C(=O)Nc1ccc(S(N)(=O)=O)cc1 (stereo not drawn)
 : 2.5%	-1.2%	15.8%	-2.0	-17.1%	-5.3%	-0.6	2.5%	-7.2%
COCCN(C(=O)Cc1cccs1)C(C(=O)NCc1ccc(OC)cc1)c1ccc(OC)cc1 (stereo not drawn)
 : 5.0%	0.5%	-2.1%	0.6	-16.7%	-1.8%	-0.6	-4.3%	-0.3%
Cc1ccc2sc(NC(=O)c3ccc4c(c3)OCCO4)nc2c1C
 : 10.7%[57.1 µM]	-0.1%	-1.8%	-14.6	?	2.2%	0.7	-11.9%	4.5%
C[C@H](NC(=O)OC(C)(C)C)c1nnc(SCC(N)=O)o1
 : 3.1%[57.1 µM]	1.3%	4.1%	-6.6	-17.9%	0.9%	2.4	0.4%	-0.3%
COc1ccccc1NC(=S)NNC(=O)c1ccccc1
 : 4.0%	nt	12.2%	-6.3	-8.4%	0.0%	-1.3	-2.3%	-1.0%
COc1nnc(-c2ccccc2)s1
 : 1.1%	0.4%	-4.1%	-5.2	-12.7%	2.7%	0.6	11.8%	0.2%
CCc1ccc2nc(N(CCCN(C)C)C(=O)c3ccc4c(c3)OCCO4)sc2c1
 : 5.3%	0.4%	1.3%	0.6	-21.6%	-10.3%	-4.2	-8.3%	-1.5%
CCn1c2c(c3ccc(OC)cc31)CCCC2=O
 : 13.6%[57.1 µM]	0.4%	8.6%	-5.9	-19.2%	-2.6%	-4.4	4.7%	2.3%
O=C(NCc1ccc(F)cc1)C1CC(=O)N(C2CCCCC2)C1 (stereo not drawn)
 : -1.5%	2.6%	6.9%	0.9	-20.4%	-6.8%	14.5	-7.0%	5.1%
C/C=C\C=C/C(=O)Nc1cccc(C2=NOC3(C2)C[C@@H](C(N)=O)N(C(=O)/C=C/C=C\C)C3)c1 (stereo partly drawn)
 : 11.7%[57.1 µM]	-2.3%	-7.9%	8.1	?	-2.9%	?	0.5%	-0.9%
COC(=O)c1c(NC(=O)COc2ncnc3ccccc23)sc(C)c1C
 : -6.1%	-0.1%	7.5%	-4.5	-20.7%	-2.6%	4.4	2.5%	-1.0%
Cc1ccc(OCc2nc3ccccc3n2C)cc1
 : -2.0%	-2.4%	18.4%	-0.6	-20.7%	-8.1%	-8.4	-0.5%	4.1%
O=C(CN(Cc1cccs1)C(=O)CNS(=O)(=O)c1ccc(F)cc1)NCC1CCCO1 (stereo not drawn)
 : -9.9%[57.1 µM]	0.9%	9.9%	-1.9	-10.0%	-0.7%	0.0	-4.7%	1.7%
COc1ccc(Nc2cccccc2=O)cc1
 : -1.0%	2.3%	0.1%	-5.5	-20.7%	4.2%	-0.3	7.0%	3.6%
CCN(CC)S(=O)(=O)c1ccc(Cl)c(C(=O)OC2CC(C)OC2=O)c1 (stereo not drawn)
 : 3.0%	7.6%	12.3%	-0.8	-20.9%	-2.7%	0.9	-0.2%	5.8%
CC(=O)c1ccc2noc(-c3ccc(F)cc3)c2c1
 : 9.7%[57.1 µM]	1.9%	-3.6%	-4.9	?	-0.3%	-2.7	-30.5%	7.4%
O=C(COC(=O)c1c2c(nc3ccccc13)CCCC2)Nc1ccc2c(c1)OCO2
 : -10.7%	4.3%	7.4%	1.9	-27.3%	-8.5%	-7.3	1.5%	1.3%
O=C(Nc1ccc(N2CCOCC2)cc1)c1ccncc1
 : -2.6%	-0.4%	0.8%	-4.7	-13.1%	-0.4%	-7.3	-1.6%	-1.7%
COc1ccc(NC(=S)N2CCN(c3ncccn3)CC2)c(OC)c1
 : 6.7%	0.0%	8.0%	-0.4	-13.5%	-3.4%	-2.4	1.7%	-1.7%
O=C(O)CCc1ccc(S(=O)(=O)Nc2ccc(OCc3ccccc3)cc2)cc1
 : 1.9%	0.7%	0.0%	5.1	-10.6%	-0.9%	-3.8	10.3%	4.9%
